LYPLA2 counter: LYPLA2 inhibitors, primary screen, counter-screen for PME1 inhibitor project, biochemical, fluorescence polarization, FP-Rh probe ABPP | Acyl-protein thioesterase 2 (Homo sapiens), O95372 | recombinant LYPLA2 | inhibition, % at 5.9 µM | 320,000 tested, 0.38% active | AID 2177, 2009;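 active = inhibition above the screen-wide mean plus 3 SD, limit set per campaign, cut at about 26% in these data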;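 also: 0% = LYPLA2 with DMSO and 100% = wells lacking LYPLA2 enzyme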
Target sequence (O95372 whole entry, looked up): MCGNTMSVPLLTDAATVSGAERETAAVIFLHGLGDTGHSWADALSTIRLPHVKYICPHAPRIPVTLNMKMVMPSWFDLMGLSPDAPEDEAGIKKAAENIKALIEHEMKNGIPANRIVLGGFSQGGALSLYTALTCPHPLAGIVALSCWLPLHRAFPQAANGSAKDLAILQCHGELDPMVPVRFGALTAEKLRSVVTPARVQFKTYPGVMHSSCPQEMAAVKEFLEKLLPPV
core dimer inh: inhibitors of HCV core protein dimerization, primary screen, biochemical, TR-FRET, high-throughput; TR-FRET GST/Flag-core106 dimerization, 1536-well; inhibition, % at 5 µM; 300,000 tested, 0.33% active; AID 1899, 2009;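 active = inhibition above the mean of all tested compounds plus 3 SD, set per screening campaign, cut at about 45% in these data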
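Assay system – GST-tagged and Flag-tagged HCV core protein residues 1-106 · Quantity – core106 proteins, GST 13.5 nM and Flag 17 nM · Benchmarks – unlabelled core106 and no-GST-core106 wells · Read-out basis – percent inhibition of core106 dimerization signal · Detection – time-resolved FRET, ex 340 nm, em 617 and 671 nm · Schedule – 4 h at 22.5 °C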
Efflux pump mplx: inhibitors of Candida efflux pumps in yeast, primary screen, S. cerevisiae, Nile Red, multiplex | S. cerevisiae Candida pump triplex | 330,000 tested, 0.44% active | inhibition, % at 10 µM;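 active = plate passing quality check with inhibition over a set limit, or well fluorescence over plate mean plus 4 SD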;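 also: Nile Red retained in pooled yeast measured as flow cytometry median fluorescence; 0% = buffer negative control and 100% = Enniatin B positive control; higher means more Nile Red kept so more efflux inhibition; some compounds called inactive have numbers as strong as hits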
PREPL inh: PREPL enzyme inhibitors, primary screen, biochemical, fluorescence polarization. Prolyl endopeptidase-like (Homo sapiens), Q4J6C6. recombinant PREPL, fluorescence polarization activity-based probe. inhibition, % at 5.96 µM. 320,000 tested, 0.68% active. AID 2751, 2010; in the data active = inhibition above about 43%;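 also: 0% = enzyme with DMSO and 100% = wells lacking enzyme; many of its hits are not listed in these tables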
PP1 counter: PP1-alpha phosphatase inhibitors, primary screen, counter-screen for PP5 inhibitor project, biochemical, fluorescence, OMFP substrate, single point. AID 2235, 2010. 320,000 tested, 0.9% active. purified PP1alpha. Serine/threonine-protein phosphatase PP1-alpha catalytic subunit (Homo sapiens), P62136. inhibition, % at 6.7 µM;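 active = inhibition above the mean inhibition of all tested compounds plus 3 SD, computed separately for each screening campaign, cut at about 15% in these data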
Target sequence (P62136 whole entry, looked up): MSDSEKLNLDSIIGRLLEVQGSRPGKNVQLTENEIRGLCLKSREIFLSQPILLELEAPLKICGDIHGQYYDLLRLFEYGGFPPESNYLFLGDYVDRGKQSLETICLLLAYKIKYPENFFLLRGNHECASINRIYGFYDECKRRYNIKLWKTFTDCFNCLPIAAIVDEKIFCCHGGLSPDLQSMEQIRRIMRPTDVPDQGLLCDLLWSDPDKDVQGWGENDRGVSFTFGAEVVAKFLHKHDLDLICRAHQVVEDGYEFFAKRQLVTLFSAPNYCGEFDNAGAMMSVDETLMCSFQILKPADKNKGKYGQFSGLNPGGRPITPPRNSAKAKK
TPT1 inhibitor: Candida albicans TPT1 enzyme inhibitors, primary screen, biochemical, fluorescence polarization | recombinant caTPT1, FP RNA substrate dephosphorylation | inhibition, % at 5 µM | 300,000 tested, 0.81% active;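 active = inhibition above the mean of all tested compounds plus 3 SD, set per screening campaign, cut at about 24% in these data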;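 also: plate controls were DMSO alone for no effect and ferristatin control at 100 nM for full effect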
PP5 primary: PP5 phosphatase inhibitors, primary screen, biochemical, fluorescence | Serine/threonine-protein phosphatase 5 (Homo sapiens), P53041 | purified PP5c, OMFP substrate fluorescence | inhibition, % at 6.7 µM | 320,000 tested, 0.18% active;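 active = inhibition above the campaign's mean inhibition across all tested compounds plus 3 SD, cut at about 9.5% in these data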;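 also: 0% = DMSO only and 100% = 100 µM cantharidin control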
CTSL1 counter: Fasciola hepatica cathepsin L1 inhibitors, primary screen, counter-screen for PFM18AAP inhibitor project, biochemical, QFRET, fluorogenic peptide substrate; recombinant F. hepatica cathepsin L1, Z-Leu-Arg-MCA fluorescence; inhibition, % at 5.96 µM; 300,000 tested, 0.49% active; AID 1906, 2009;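 active = inhibition above the mean of all tested compounds plus 3 SD, set per screening campaign, cut at about 17% in these data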;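 also: 0% = plate median of test compound wells and 100% = 1 µM Z-Phe-Ala-diazomethylketone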
JMJD2C inh: inhibitors of GASC-1 histone demethylase, primary screen, biochemical, fluorescence, DELFIA europium; Lysine-specific demethylase 4C (Homo sapiens), Q9H3R0; GST-JMJD2C(1-420) H3K9me3 demethylation; inhibition, % at 2.35 µM; 330,000 tested, 0.069% active; AID 2099, 2009;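 active = more than half of a compound's replicate wells show inhibition beyond 50%, single wells judged on their own value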;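 also: signal counts dimethyl H3K9 product captured on neutravidin plate; 0% = median of DMSO wells and 100% = 0.3 times that DMSO median; strong numbers were not always called active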
Target sequence (Q9H3R0 1-420 limits assumed): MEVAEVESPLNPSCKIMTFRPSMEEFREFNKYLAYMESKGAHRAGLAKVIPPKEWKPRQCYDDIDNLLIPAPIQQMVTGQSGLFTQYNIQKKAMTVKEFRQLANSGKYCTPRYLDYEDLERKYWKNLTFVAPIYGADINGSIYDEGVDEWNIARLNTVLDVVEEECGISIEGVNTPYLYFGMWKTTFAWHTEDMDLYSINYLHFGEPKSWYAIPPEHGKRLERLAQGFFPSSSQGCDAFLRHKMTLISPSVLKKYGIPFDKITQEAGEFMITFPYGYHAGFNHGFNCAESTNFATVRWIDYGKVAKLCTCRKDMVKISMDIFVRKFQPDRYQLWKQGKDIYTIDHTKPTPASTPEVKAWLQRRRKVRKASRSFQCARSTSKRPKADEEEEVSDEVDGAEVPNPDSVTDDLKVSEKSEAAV
The depositor's hits bear a star; / = no result given. Some of the compounds tested; the hit share may differ from the screen's.

Order of values: PP1 counter	TPT1 inhibitor	PREPL inh	Efflux pump mplx	core dimer inh	JMJD2C inh	PP5 primary	CTSL1 counter	LYPLA2 counter
COc1ccc(-c2nnc(SCCOc3cccc(C)c3)n2N)cc1
→ 1	2	-3	0.0	-6	0	2.1	0	0
COc1ccc(OC)c(NC(=O)Nc2ccc3[nH]ccc3c2)c1
→ -3	1	8	0.1	-6	3	3.5	3	2
CCOC(=O)N1CCN(c2c(NCCCN(C)c3ccccc3)c(=O)c2=O)CC1
→ 3	-8	28	0.0	-20	0	0.1	1	7
O=C(CCc1ccc(Oc2cc([N+](=O)[O-])cc([N+](=O)[O-])c2)cc1)N1CCCCCC1
→ 3	-1	20	-0.1	16	5	1.1	2	18
CCN(CC)S(=O)(=O)c1cc(C(=O)Nc2cc(C)[nH]n2)ccc1Cl
→ -2	1	-2	0.1	-2	2	0.7	2	7
COC(=O)c1ccc2c(=O)[nH]c(COC(=O)c3cccc(S(=O)(=O)N4CCOCC4)c3)nc2c1
→ -7	0	-8	-0.1	0	-3	-3.4	7	1
CCOc1cc(N2CCOCC2)c(OCC)cc1NC(=O)Cc1cccc2ccccc12
→ -3	1	36	0.1	2	1	2.5	11	11
COc1ccc(NC(=O)CCN2CCCCCC2)c(OC)c1
→ 3	0	17	0.0	2	0	-0.9	3	0
O=C(O)CCNc1cc2ccccc2cc1C(=O)O
→ 4	2	12	0.2	-11	5	3.1	-2	2
O=C(Nc1ccccc1)N(Cc1cccs1)C1CCCC1
→ 3	-2	21	-0.2	8	-15	0.1	1	1
CCOc1ccc(S(=O)(=O)NC2CC2)cc1C(N)=O
→ 4	0	-2	-0.1	-3	2	0.0	0	0
CCc1ccc(N=C2N=C(N)c3ccccc32)cc1
→ -1	-2	8	-0.1	1	0	-0.7	2	8
CCOc1cc(NC(=S)NCC2CCCO2)c(OCC)cc1NC(=O)c1cccc(C)c1 (stereo not given)
→ -2	5	3	0.1	5	183	4.5	2	-3
CCN(C(=O)CSc1nnc(-c2ccco2)n1CC)c1c(N)n(Cc2ccccc2)c(=O)[nH]c1=O
→ -2	/	3	0.0	/	-4	0.9	/	2
Cn1c(N)c(C(=O)COC(=O)c2cccs2)c(=O)n(C)c1=O
→ -2	-4	3	0.0	-2	-1	0.3	0	2
Cc1ccc(/C=C(\NC(=O)c2ccccc2)C(=O)NC(Cc2ccccc2)C(=O)O)cc1 (stereo not given)
→ -1	1	12	0.5	-6	-3	4.0	-1	-2
CCOC(=O)c1ccc(NC(=O)CSc2ccc(-c3cccnc3)nn2)cc1
→ 1	-4	-19	0.1	-1	1	-0.3	2	-1
CCOC(=O)C1CCN(c2c(NCCN(CC)c3ccccc3)c(=O)c2=O)CC1
→ 1	0	9	-0.1	-3	-9	-0.5	-1	10
O=C(NC(=S)N1CCN(C/C=C/c2ccccc2)CC1)c1cccnc1
→ -1	-4	18	0.0	-7	3	0.5	0	1
CC1=CCC2C(=O)N(c3ccc(Br)cc3C)C(=O)C2C1 (stereo not given)
→ 0	-6	-7	0.0	-4	4	3.6	3	8
CC1O[C@@H](O[C@H](C)CC[C@@H](C)O)C(O)C[C@H]1O (stereo not given in full)
→ 3	0	-6	-0.2	2	2	2.3	-2	-2
CCn1c(SCC(=O)Nc2ccc(N(C)C)cc2)nnc1-c1cccc(C)c1
→ -2	1	-2	-0.1	-10	-5	-0.8	-1	1
COc1ccc(C(CNS(=O)(=O)c2ccc(F)cc2)N2CCN(C)CC2)cc1 (stereo not given)
→ -2	-2	3	-0.1	-3	-11	0.0	2	0
CCOC(=O)NN1C(=O)c2ccccc2NC1c1ccc(OC)c(OC)c1 (stereo not given)
→ -4	1	4	0.0	2	5	-2.1	-4	5
CCOc1cc(/C=N/NC(=O)COc2nc(C)cc(COC)c2C#N)ccc1O
→ -3	1	2	-0.1	10	-1	2.5	4	-1
CC(C(=O)Nc1ccc2c(c1)OCO2)N(c1ccc(Cl)cc1)S(C)(=O)=O (stereo not given)
→ 0	0	-22	0.0	0	-3	4.1	1	-2
Cc1ccc(C(=O)O/N=C/C2=C(Cl)c3ccccc3CC2)cc1
→ 1	-1	-3	-0.1	4	-8	0.6	0	-3
Nc1cccn2c(-c3ccc(Cl)c(Cl)c3)cnc12
→ 2	18	43	-0.1	16	7	4.4	2	-6
CCC(CC)CN1C(N(C)C)=NC[C@@H]1CC(C)C
→ 1	-2	4	-0.1	-7	-2	3.0	-5	-2
CCC(=O)Nc1nnc(-c2cccs2)s1
→ 3	4	-3	0.3	-1	-9	2.1	1	-4

Quoted from the listing:
In Efflux pump mplx, COc1ccc(C(CNS(=O)(=O)c2ccc(F)cc2)N2CCN(C)CC2)cc1 (stereo not given) has -0.1
In JMJD2C inh, CC1=CCC2C(=O)N(c3ccc(Br)cc3C)C(=O)C2C1 (stereo not given) has 4

Following part:
Order of values: PP1 counter	TPT1 inhibitor	PREPL inh	Efflux pump mplx	core dimer inh	JMJD2C inh	PP5 primary	CTSL1 counter	LYPLA2 counter
O=C(O)CC1(CC(=O)N2CCOCC2)CCCC1
→ 0	-1	1	-0.3	-5	-35	1.2	0	2
C=CCc1ccc2oc(C(=O)OCC)cc(=O)c2c1O
→ 0	-3	6	-0.1	-3	5	-0.8	2	5
Cc1cc(S(=O)(=O)Nc2ccc(C(=O)NCC3(N(C)C)CCCCC3)cc2)ccc1F
→ -6	5	9	-0.1	-3	-11	-0.1	-3	-4
C=CCN1CCN(c2ccncc2S(=O)(=O)N2CCOCC2)CC1
→ 0	-2	0	-0.1	-1	-18	-0.7	3	10
COc1ccc(C2c3ccsc3CCN2C(=O)C(C)(C)C)cc1 (stereo not given)
→ 0	-3	8	0.0	4	-4	4.4	-5	4
COc1ccc(/C=N/NC(=O)Nc2nonc2N)cc1
→ 0	-3	10	0.1	0	-3	-0.2	8	0
CC(=O)N1CCN(C(=O)c2ccc(Cl)c(NC(=O)c3cccs3)c2)CC1
→ -3	-2	-9	0.1	-1	10	-0.8	-6	-1
CNc1ncnc2c1ncn2[C@@H]1O[C@H](CO)[C@@H](O)[C@H]1O
→ -3	2	3	0.0	3	/	-1.9	4	4
CCOc1cccc(OCCOCCOc2ccccc2C(C)=O)c1
→ -2	-1	-4	1.9	-4	-6	2.7	-1	-3
COC(=O)[C@@H]1CCCN1C(=O)c1ccc(OC2CCN(Cc3ccccn3)CC2)cc1
→ -5	2	15	0.0	1	0	2.2	-4	-6
Cc1cc(N2CCN(c3cccc(C(F)(F)F)c3)CC2)n2nc(C)nc2n1
→ -4	3	16	0.1	7	0	-0.5	3	-4
CCn1nc(C)cc1C(=O)N1CCCC(N2CCN(Cc3ccc4c(c3)OCO4)CC2)C1 (stereo not given)
→ -4	-6	15	0.5	7	-31	1.0	0	5
CN(C(=O)COC(=O)c1ccccc1NCCO)C1CCS(=O)(=O)C1 (stereo not given)
→ -2	-3	1	0.0	0	10	-4.0	-2	6
Cc1nc(-c2noc(-c3cccc(Cl)c3)n2)c(C(F)(F)F)o1
→ -1	-1	-5	0.0	-1	1	1.0	-2	-1
CC(C)(C)NC(=O)C(c1ccccn1)N(C(=O)c1ccc2c(c1)OCCO2)C1CCCC1 (stereo not given)
→ -3	1	12	-0.1	-8	-2	4.2	1	3
O=C(Nc1nc2ccccc2s1)C1=NN(c2ccccc2)C(=O)CC1
→ 0	1	12	0.1	7	-13	1.4	0	-6
CCCc1cc(=O)[nH]c(SCC(N)=O)n1
→ -4	-2	0	0.1	5	/	4.1	-5	-5
Cc1ccccc1CC1(CO)CCCN(Cc2ccc(C#CC(C)(C)O)cc2)C1 (stereo not given)
→ -2	-3	15	0.0	-8	-4	1.5	5	1
O=C(NCCCn1ccnc1)C(=O)NCC1OCCN1S(=O)(=O)c1ccccc1 (stereo not given)
→ -6	3	0	-0.2	-1	1	-1.5	14	3
COc1cc(Br)c(Br)cc1N
→ -4	-2	5	0.1	0	-7	0.9	-3	2
CC(=O)Nc1ccc2cc3ccc(NC(C)=O)cc3nc2c1
→ -7	-18	14	0.6	-43	-25	-4.2	0	0
COc1ccc(N2CC(C)Cn3c2nc2c3c(=O)n(CCN3CCOCC3)c(=O)n2C)cc1 (stereo not given)
→ -2	-2	19	0.0	-2	0	2.3	-1	2
COc1cccc(C(c2c(O)nc(SC)n(C)c2=O)c2c(O)nc(SC)n(C)c2=O)c1
→ -3	-1	-20	0.1	-8	-7	1.8	-2	-5
CC(C)(C)c1ccc(-c2csc(NNC3=NCCCCC3)n2)cc1
→ 9	-3	1	-0.1	-4	31	-0.2	2	-4
CCN(CC)C(=O)c1ccc(-c2ccccc2)cc1
→ -2	-2	12	0.5	-3	-2	-1.7	1	6
Cc1ccc(N2CC(C(=O)NCCCn3ccnc3)CC2=O)cc1 (stereo not given)
→ -3	1	10	0.0	0	11	-0.5	-3	-2
O=C(COC(=O)[C@H](Cc1ccccc1)NC(=O)c1cccs1)NC1CC1
→ -3	-1	12	-0.1	-2	-10	-1.5	-10	7
O=C(O)CCCCCN1C(=O)C(O)=C(C(=O)/C=C/c2ccccc2)C1c1ccc2c(c1)OCO2 (stereo not given)
→ 4	-1	32	0.2	8	4	-0.4	6	-4
COc1ccc(OC)c(CNC(=O)Cc2c(C(=O)O)[nH]c3ccc(Cl)cc23)c1
→ 2	-3	19	-0.1	-3	2	-0.4	3	2
O=C(/C=C/c1ccco1)NCC(=O)N/N=C/c1ccc(Cl)cc1
→ 1	-2	10	-0.1	-11	4	-0.1	-2	2
O=C(CN1C(=O)c2ccccc2C1=O)Nc1ccccc1
→ -1	4	5	0.2	10	10	-0.7	-2	20
O=C(c1cccs1)N1CCN(S(=O)(=O)N2CCCCC2)CC1
→ -1	-5	8	0.0	-8	/	1.6	-5	1
COc1cc(/C=N/Nc2nc3ccccc3s2)ccc1O
→ -3	-1	39	0.0	-76	-11	6.6	4	4
C/C(=N\NC(=O)CN(c1ccccc1Br)S(C)(=O)=O)c1cccs1
→ -3	2	10	-0.1	3	-7	-0.5	5	10
NC(=O)COC(=O)c1c2c(nc3ccccc13)CCCCC2
→ 2	2	-10	0.0	6	8	1.4	1	-6
CC(=O)Nc1cccc(/C(C)=N/NC(=O)c2ccccc2Cl)c1
→ -3	2	-4	0.2	-1	6	1.3	6	-4
CCOc1ccc(C2CC(c3cccc(OC)c3OC)n3nnnc3N2)cc1Cl (stereo not given)
→ -1	-2	-38	0.0	9	-10	3.8	-3	0
CCOC(=O)c1sc(C)c(C(=O)NCC(C)(C)CN(C)C)c1N
→ -1	-3	0	-0.3	1	3	-3.5	0	9
